High-throughput results deposited in PubChem by The Scripps Research Institute Molecular Screening Center.
TbREL1 primary = TbREL1 inhibition, primary screen. 0.49% of 89,000 active. P86926. inhibition, % at 9.66 µM. TbREL1 RNA ligation, FRET fluorescence;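 active = inhibition above the mean inhibition across all screened compounds plus 3 SD, cut at about 11% in these data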;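 note: 0% = plate median of test wells and 100% = NSC42067 control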
Target sequence (P86926 whole entry, looked up): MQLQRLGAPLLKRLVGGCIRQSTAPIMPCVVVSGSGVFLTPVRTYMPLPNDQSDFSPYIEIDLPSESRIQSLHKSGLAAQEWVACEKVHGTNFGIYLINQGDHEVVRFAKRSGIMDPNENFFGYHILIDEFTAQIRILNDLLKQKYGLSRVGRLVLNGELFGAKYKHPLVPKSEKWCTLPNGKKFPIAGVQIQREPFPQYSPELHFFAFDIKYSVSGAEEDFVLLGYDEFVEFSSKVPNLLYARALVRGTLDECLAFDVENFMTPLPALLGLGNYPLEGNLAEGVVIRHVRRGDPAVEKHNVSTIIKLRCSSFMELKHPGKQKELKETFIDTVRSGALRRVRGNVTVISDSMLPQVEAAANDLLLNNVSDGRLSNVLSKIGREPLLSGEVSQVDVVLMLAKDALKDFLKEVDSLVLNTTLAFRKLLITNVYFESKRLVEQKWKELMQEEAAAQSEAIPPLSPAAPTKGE
* hit, by the source's call. These rows are one share of the data, so the mix of outcomes need not match the whole.

Results for CCCN(CCC)C(=O)Cn1c(=O)c2sccc2n2c(=S)sc(-c3ccccc3)c12 ?
TbREL1 primary: 1

What do the screens show for `CCOC(=O)c1c(NC(=O)CSc2ccccc2C(=O)O)sc(C)c1C`?
TbREL1 primary: -2

Results for NC(=O)[C@@H]1CCCNc2c(I)cc([N+](=O)[O-])cc2C(=O)N[C@@H](CO)C(=O)N[C@@H](Cc2ccc(O)cc2)C(=O)N1 ?
TbREL1 primary: 2

How did C#CCOCCOCCOCCNc1nc(N2CCOCC2)nc(N2CCN(C(=O)[C@H](CCCCN)n3cc(CCC(=O)O)nn3)CC2)n1 do in these assays?
TbREL1 primary: 1

How did O=S1(=O)N=C(Oc2cccc3ccccc23)c2ccccc21 do in these assays?
TbREL1 primary: 5

How did O=C(CN1CCN(C(=O)C2CCCO2)CC1)Nc1ccc(Br)cc1 (stereo not drawn) do in these assays?
TbREL1 primary: -1

Results for COc1cc(C(=O)Nc2ccc(NC(=O)c3ccccc3Cl)nc2)cc(OC)c1OC ?
TbREL1 primary: 4

Results for Cc1ccc(C(=O)N2CCN(c3ccc(NC(=O)c4cccnc4Cl)cc3)CC2)cc1 ?
TbREL1 primary: 0

Results for O=C(Nc1cccc(Cl)c1)OC1CC2CC1[C@H]1CCCCN1[C@H]2Cc1ccccc1 (stereo partly drawn) ?
TbREL1 primary: 2

What do the screens show for `Cc1ccc(C2(C)NC(=O)N(CC(=O)c3ccc4c(c3)OCCO4)C2=O)cc1` (stereo not drawn)?
TbREL1 primary: -3

What do the screens show for `CCCSc1ncc(Cl)c(C(=O)Nc2ccc(S(=O)(=O)N3CC(C)OC(C)C3)cc2)n1` (stereo not drawn)?
TbREL1 primary: -1

Results for CCCn1nc(C(=O)NCCc2ccc(S(N)(=O)=O)cc2)c2ccccc2c1=O ?
TbREL1 primary: 3

What do the screens show for `O=C(COc1ccc(F)cc1Cl)Nc1nnc(-c2ccc(F)c(F)c2)o1`?
TbREL1 primary: 5

How did C=CCn1c(SCC(N)=O)nnc1-c1ccc(C)cc1 do in these assays?
TbREL1 primary: 1

How did Cc1ccc(OCCSc2nc(N)cc(N)n2)cc1 do in these assays?
TbREL1 primary: 5

Continued, starting with the last 2 of the part before.
How did C=CCn1c(SCC(N)=O)nnc1-c1ccc(C)cc1 do in these assays?
TbREL1 primary: 1

How did Cc1ccc(OCCSc2nc(N)cc(N)n2)cc1 do in these assays?
TbREL1 primary: 5

Results for Cc1ccc(NC(=O)C2C3C=CC4(O3)C2C(=O)N(CCN2CCOCC2)C4C(=O)NC2CCCCC2)cc1C (stereo not drawn) ?
TbREL1 primary: -2

Results for Cc1cc(O)cc(=O)n1-c1cc(F)c(F)c(F)c1 ?
TbREL1 primary: 2

How did CCCC(=O)Nc1ccc(NC(=O)c2cccc(OC)c2)nc1 do in these assays?
TbREL1 primary: 1

How did CN1C(=O)c2ccccc2C(C(=O)NCc2ccco2)C1c1c[nH]c2ccccc12 (stereo not drawn) do in these assays?
TbREL1 primary: -1

What do the screens show for `O=C(Nc1cccc(Cl)c1)Nc1nnc([C@H]2C[C@H](O)[C@@H](CO)O2)s1`?
TbREL1 primary: 0

How did Cc1cc(C)c(C(=O)COC(=O)C2CC3CCCC(C2)C3=O)c(C)c1 (stereo not drawn) do in these assays?
TbREL1 primary: 4

What do the screens show for `CC1=CN2C(=N)/C(=C/c3ccc(C)o3)C(=O)N=C2S1`?
TbREL1 primary: -1

How did COc1ccc(NC(=O)Nc2nnc(C(C)C)s2)cc1 do in these assays?
TbREL1 primary: -1

Results for Cc1ccc(S(=O)(=O)N2CCN(CC(=O)NC3CCCc4ccccc43)CC2)c(C)c1 (stereo not drawn) ?
TbREL1 primary: -3

What do the screens show for `Nc1c(C(=O)NC2CCCC2)c2nc3ccccc3nc2n1/N=C/c1cccnc1`?
TbREL1 primary: -2

How did CCOC(=O)c1oc2cc(O)cc(C)c2c1C do in these assays?
TbREL1 primary: -2

Results for CN(C)c1ccc(/C=N/NC(=O)c2cc(=O)[nH]c3ccccc23)cc1 ?
TbREL1 primary: -1

How did O=C(CC(C(=O)O)N1CCOCC1)Nc1ccc(Cl)cc1 (stereo not drawn) do in these assays?
TbREL1 primary: 2

What do the screens show for `CN(C)S(=O)(=O)c1ccc(N2CCCC2)c(C(=O)NC2CCC(O)CC2)c1` (stereo not drawn)?
TbREL1 primary: 2

What do the screens show for `CC1(/[N+]([O-])=C/c2ccc(F)cc2)CCCCC1=O` (stereo not drawn)?
TbREL1 primary: -1

How did COc1ccc(C)cc1NC(=O)NNC(=O)c1ccoc1C do in these assays?
TbREL1 primary: -1

What do the screens show for `COc1cccc(CN2CCNC(=O)C2CC(=O)NCCc2ccccn2)c1` (stereo not drawn)?
TbREL1 primary: 1

How did C#CCN1C=CC(=O)[C@@H](OC(=O)Nc2ccc(OC)cc2)[C@H]1c1ccccc1Br do in these assays?
TbREL1 primary: -3

Results for COc1cccc(=O)c2c(C)n(-c3ccc(C(=O)O)cc3)c(C)c12 ?
TbREL1 primary: 23*

How did c1ccc(COc2ccc(OCCCn3cncn3)cc2)cc1 do in these assays?
TbREL1 primary: -2

Results for Cc1ccc(CNC(=O)CSc2ccc(-c3cccs3)nn2)cc1 ?
TbREL1 primary: -1

How did Cc1ccc(N(C(=O)c2csnn2)C(C(=O)NC(C)(C)C)c2cccnc2)cc1C (stereo not drawn) do in these assays?
TbREL1 primary: 2

Results for CCOC(CNC(=O)CCc1c(C)nc2ncnn2c1C)OCC ?
TbREL1 primary: -2

Results for O=C(Nc1ncc(Cc2ccccc2)s1)C1CCCO1 (stereo not drawn) ?
TbREL1 primary: -1

Results for COc1ccc(/C(N)=N/OC(=O)c2ccc(OC)c([N+](=O)[O-])c2)cc1OC ?
TbREL1 primary: -1

What do the screens show for `Cc1noc(NS(=O)(=O)c2ccc(NC(=O)CSc3nc4ccccc4s3)cc2)c1C`?
TbREL1 primary: -3

Results for Cc1ccc(N(C(=O)CNC(=O)c2ccco2)C(C(=O)NC2CCCC2)c2ccncc2)c(C)c1 (stereo not drawn) ?
TbREL1 primary: 1

What do the screens show for `COc1ccccc1CN1C[C@@H]2C[C@@H](c3cccc(C)n3)N3CCC[C@@]23C1=O`?
TbREL1 primary: 2

Results for COc1cccc(CNC(=O)c2ccc(NC(=O)C3CCCO3)cc2)c1 (stereo not drawn) ?
TbREL1 primary: -2

Results for N#Cc1c(C#N)c(-c2ccccc2)n(-c2ccccc2)c1N ?
TbREL1 primary: -2

What do the screens show for `CCOC(=O)Cn1c(=O)oc2cc(S(=O)(=O)NCCc3ccc(C)cc3)ccc21`?
TbREL1 primary: 0

Results for S=C(N/N=C/c1ccco1)NC1CC2CCC1C2 (stereo not drawn) ?
TbREL1 primary: -3

How did Cc1ccc(CNC(=O)C2CC(=O)N(C3CCCC3)C2)cc1 (stereo not drawn) do in these assays?
TbREL1 primary: 2

Results for Nc1c(C(=O)N2CCOCC2)cnn1Cc1ccccc1 ?
TbREL1 primary: 4

Results for Cc1cc(NC(=O)CSCc2nc(-c3cccc(Cl)c3)oc2C)no1 ?
TbREL1 primary: 4

Results for CCCC1CCC2(CC1)CCC2OC(=S)NCCc1ccc(Cl)cc1 (stereo not drawn) ?
TbREL1 primary: 3

Results for Cc1ccc(C(C(=O)NCc2ccccc2)N(C(=O)c2csnn2)C2CC2)cc1 (stereo not drawn) ?
TbREL1 primary: 0

Results for CCn1c(SC(C)C(=O)NCC2CCCO2)nc2scc(-c3ccccc3)c2c1=O (stereo not drawn) ?
TbREL1 primary: 0

How did O=C(NC(=S)Nc1ccc(S(=O)(=O)N2CCCC2)cc1)C1CC1 do in these assays?
TbREL1 primary: 0

How did CN(C)C(CNC(=O)c1cccnc1Sc1ccccc1)c1ccco1 (stereo not drawn) do in these assays?
TbREL1 primary: 0

How did CCC(C)NC(=O)Cn1c(=O)n(CCCCC(=O)NCc2ccco2)c(=O)c2ccccc21 (stereo not drawn) do in these assays?
TbREL1 primary: -3

Results for C/C(CCC1CC(C)(C)OC1=O)=N\NC(N)=S (stereo not drawn) ?
TbREL1 primary: -1

Results for Cc1cc(C)n2nc(SCc3cc(=O)oc4ccc5ccccc5c34)nc2n1 ?
TbREL1 primary: -5

How did COc1cc2c(C#N)c(N3CCCC3)nc(N)c2c(N)n1 do in these assays?
TbREL1 primary: 1

What do the screens show for `O=C(CCCCCn1c(=O)[nH]c2ccsc2c1=O)NCc1ccc2c(c1)OCO2`?
TbREL1 primary: -2

How did COc1ccc(CC(=O)Nc2ccc3c(c2)CCC3)cc1OC do in these assays?
TbREL1 primary: -2

How did CCOC(=O)Cc1csc(NC(=O)c2sc3nc4ccc(C)cc4cc3c2N)n1 do in these assays?
TbREL1 primary: -5

How did CC(C)NC(=O)CC1OC(=O)c2ccccc21 (stereo not drawn) do in these assays?
TbREL1 primary: 2

What do the screens show for `CC1(C)Oc2cc3oc(=O)ccc3cc2C[C@@H]1O`?
TbREL1 primary: 7

Results for CN1C(c2ccccc2)CC(=NO)CC1c1ccccc1 (stereo not drawn) ?
TbREL1 primary: -2

Results for COC(=O)CSc1nc2nc(C)cc(C)n2n1 ?
TbREL1 primary: 2

Results for CC(=O)NC12CC3CC(C1)CC(C(=O)N1CCN(S(=O)(=O)c4ccc(C(C)C)cc4)CC1)(C3)C2 ?
TbREL1 primary: 3

Results for c1ccc2c(c1)nnn2-c1ncnc2sc3c(c12)CCCC3 ?
TbREL1 primary: 6

How did CC(C)(C)NC(=O)COC(=O)c1cc(S(=O)(=O)N2CCCCC2)ccc1N1CCOCC1 do in these assays?
TbREL1 primary: -4

How did Cc1cc(C)nc(SCC(=O)n2c3c(c4ccccc42)CCCC3)n1 do in these assays?
TbREL1 primary: -1

Results for C/C(=N/NC(=O)c1ccc(-c2ccccc2)cc1)c1cccc(O)c1 ?
TbREL1 primary: 7

Results for C[C@H]1CN([C@@H](C)CO)S(=O)(=O)c2ccc(/C=C/c3ccccc3)cc2O[C@H]1CN(C)C(=O)NC1CCCCC1 ?
TbREL1 primary: -1

How did OCc1nc2ccc(Cl)cc2[nH]1 do in these assays?
TbREL1 primary: 0

Results for CCc1ccc(-c2nc(CN3CCCC(C(=O)O)C3)c(C)o2)cc1 (stereo not drawn) ?
TbREL1 primary: 1

How did C=CCn1c(SCc2c(C)noc2C)nc2ccccc2c1=O do in these assays?
TbREL1 primary: 1

Four entries from above, arranged by molecular weight, highest first.
How did CCC(C)NC(=O)Cn1c(=O)n(CCCCC(=O)NCc2ccco2)c(=O)c2ccccc21 (stereo not drawn) do in these assays?
TbREL1 primary: -3

Results for c1ccc2c(c1)nnn2-c1ncnc2sc3c(c12)CCCC3 ?
TbREL1 primary: 6

Results for Nc1c(C(=O)N2CCOCC2)cnn1Cc1ccccc1 ?
TbREL1 primary: 4

Results for Cc1cc(O)cc(=O)n1-c1cc(F)c(F)c(F)c1 ?
TbREL1 primary: 2

As a working copy, three of the compounds above.
How did OCc1nc2ccc(Cl)cc2[nH]1 do in these assays?
TbREL1 primary: 0

Results for CCc1ccc(-c2nc(CN3CCCC(C(=O)O)C3)c(C)o2)cc1 (stereo not drawn) ?
TbREL1 primary: 1

How did C=CCn1c(SCc2c(C)noc2C)nc2ccccc2c1=O do in these assays?
TbREL1 primary: 1

Next records:
Results for CS(=O)(=O)c1nc(S(=O)(=O)c2ccc(Cl)cc2)c(NCCCN2CCCC2=O)s1 ?
TbREL1 primary: -1

Results for CCOC(=O)N[C@H](C(=O)N1CCC[C@H]1C(=O)NCc1ccccc1)C(C)C ?
TbREL1 primary: -1

What do the screens show for `CC(=O)Oc1ccc(C(=O)NC(C)CCc2ccccc2)cc1` (stereo not drawn)?
TbREL1 primary: 3

What do the screens show for `COC(=O)[C@@H]1C[C@@]2(O)[C@H](O)[C@H](O)[C@H](O)C[C@H]2N1Cc1ccccc1OS(=O)(=O)c1ccc(C)cc1`?
TbREL1 primary: -2

How did COc1ccc(N2CCN(CCNC(=O)CCNS(=O)(=O)c3cccs3)CC2)cc1 do in these assays?
TbREL1 primary: -3

What do the screens show for `O=C(O)c1occc1CSc1ccccc1`?
TbREL1 primary: 0

How did CCOC(=O)C(=CNc1cc(C)nn1-c1ccc(C)cc1)C(=O)OCC do in these assays?
TbREL1 primary: 0

How did COc1ccc(NS(=O)(=O)c2ccc(F)cc2F)cn1 do in these assays?
TbREL1 primary: -3

What do the screens show for `CN(C)S(=O)(=O)c1ccc(NC(=O)CN2C(=O)NC(Cc3ccccc3)C2=O)cc1` (stereo not drawn)?
TbREL1 primary: 1

Results for COc1ccccc1C(C(=O)c1ccccc1)c1ccc2ccccc2c1 (stereo not drawn) ?
TbREL1 primary: 3

What do the screens show for `O=C(COC(=O)c1cc[n+]([O-])cc1)NC(=O)c1ccc(OC(F)F)cc1`?
TbREL1 primary: 2

How did COc1ccc(-c2nn(C)c3sc(C(=O)N4CCOCC4)cc23)cc1OC do in these assays?
TbREL1 primary: -1

What do the screens show for `CN(c1ccc(C(=O)Nc2ccc(CC#N)cc2)cc1)S(C)(=O)=O`?
TbREL1 primary: 0

How did COc1ccc(C2/C=C\CN(S(=O)(=O)c3ccc4ccccc4c3)CC(=O)N2Cc2ccc(F)cc2)cc1 (stereo not drawn) do in these assays?
TbREL1 primary: 3

How did CSc1nnc(-c2ccncc2)n1/N=C/c1cn(-c2ccccc2)nc1-c1ccc(Cl)cc1 do in these assays?
TbREL1 primary: 0

Results for COc1ccccc1N1C(=O)C(=O)N(C)C1=O ?
TbREL1 primary: 5

Results for Cc1cc(=O)[nH]c(NCc2ccccc2)n1 ?
TbREL1 primary: 6

How did COc1cc2[nH]c(-c3ccc(C)cc3)cc(=O)c2cc1OC do in these assays?
TbREL1 primary: 3

How did CC1(C)CC(=O)C(C(C2=C(O)CC(C)(C)CC2=O)c2ccc([N+](=O)[O-])cc2)C(=O)C1 (stereo not drawn) do in these assays?
TbREL1 primary: -3

What do the screens show for `CCOC(=O)[C@H]1[C@H]2COc3ccc(C)cc3[C@@H]2N2C(=O)CN(Cc3ccc(Cl)cc3)C(=O)[C@@]12C`?
TbREL1 primary: 0
